Screening data: PubChem, National Center for Advancing Translational Sciences (NCATS)
GLP1R cytotox – cytotoxicity in counter-screen for GLP-1R inverse agonists; HEK293 cAMP-luciferase reporter cells, luminescence, 24 h; Potency, µM (highest dose often 38.3 µM), without a hit: at the highest dose activity change, negative = inhibition, hits mostly inhibitors; 0.13% of 410,000 active; AID 624418;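 note: loss of luciferase light is scored as toxicity; % is set by controls: 0 for no effect and ±100 for the full control effect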
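MLSMR compounds, 24 hr on cells at 37 deg C/5% CO2; luminescence after luciferase reagent (12 min RT). Inhibition counted as the undesired cytotoxic outcome.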
HT1080 IDH1KD tx – HT-1080 IDH1 knockdown cell toxicity (counter line) | HT-1080 IDH1 knockdown viability, ATP luminescence, 48 h | Potency, µM (titrated, usually from 46.1 µM), without a hit: at the highest dose activity, negative = toxicity, usual class: cytotoxic | 2% of 360,000 active | AID 686971;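 note: 0% = DMSO wells and -100% = cell-free medium wells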
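CellTiter-Glo luminescence after 48 h compound exposure at 37 degrees C of IDH1-knockdown HT-1080 cells in 5% FBS RPMI. %Activity scaled between DMSO wells and cell-free media wells, with curves fitted and assigned curve classes.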
KB-V1 MDR tox – KB-V1 MDR subline cytotoxicity. KB-V1 MDR cells viability, CellTiter-Glo, 72 h. 3.4% of 400,000 active. Potency, µM (series often up to 46.1 µM), for the others: top-dose activity change, negative = cytotoxicity, usual class: cytotoxic; note: % is set by controls: 0 for no effect and ±100 for the full control effect; nearly all actives have a fitted effect of over 60% in size
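In this primary screen, KB-V1 cells overexpressing P-gp are incubated with library compounds (lowest to highest concentration) for 72 h at 37 degrees C before a luminescent ATP viability read.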
HT1080-NT tox – kills 2HG-producing HT-1080-NT fibrosarcoma cells; 1.6% of 360,000 active; HT-1080-NT fibrosarcoma viability, CellTiter-Glo ATP luminescence, 48 h; AID 686970; Potency, µM (series often up to 46.1 µM), inactives show at the top dose activity, negative = less viability, hits mostly cytotoxic;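 note: NT is the 2HG producing partner of a matched IDH1 knockdown line; 0% = DMSO-treated cells and -100% = media-only wells without cells; nearly all actives have a fitted effect of over 55% in size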
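Compounds were tested in concentration-response format on HT-1080-NT cells for 48 hours at 37 degrees C. Cell viability came from CellTiter-Glo luminescence; curves were classified by r2, response magnitude and activity.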
GLP1R ag – activates the human GLP-1 receptor. P43220. HEK293 GLP-1R CRE-luciferase, luminescence, 4-6 h; cells express a hypersensitive GLP-1R form. Potency, µM (titrated, usually from 45.6 µM), for inactives: top-dose activation, most hits filed as activators. 0.007% of 380,000 active; note: % of control where 0% means no effect
TDP43 rescue – TDP-43 toxicity inhibition in yeast; TDP-43 expressing yeast growth rescue, BacTiter-Glo, 24 h; Potency, µM (highest dose often 46.1 µM), for inactives: at the highest dose growth rescue (activation), most hits filed as activators; 1.8% of 410,000 active; AID 652104; note: % of control where 0% means no effect; nearly all actives have a fitted effect of over 50% in size
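In this qHTS, compounds that restore growth of yeast expressing TDP-43 appear as activators. Cells (OD600=0.02, galactose medium, raffinose-pregrown) are incubated with compound 24 hr at 30 deg C and growth is quantified by BacTiter-Glo.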
SW480 rerep – DNA re-replication induction in SW480 cells; AID 624297; 1.8% of 340,000 active; Potency, µM (highest dose often 46.1 µM), for the others: at the highest dose re-replication activation, actives largely listed as activators; SW480 DNA re-replication, Hoechst DNA content imaging, 48 h; note: % of control where 0% means no effect; nearly all actives have a fitted effect of over 55% in size
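Per well, 250 cells were exposed to pinned compound for 48 hr. Nuclear DNA was visualised with Hoechst (40 min, 37 C) and total object intensity recorded by fluorescence scanning.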
GLP1R inv ag – inverse agonists of human GLP-1 receptor; P43220; HEK293 GLP-1R CRE-luciferase, luminescence, 24 h; GLP-1R form is constitutively active; Potency, µM (top dose mostly 38.3 µM), inactives show at the top dose activity change, negative = inhibition, actives largely listed as inhibitors; 1.6% of 410,000 active; AID 624417; note: % is set by controls: 0 for no effect and ±100 for the full control effect; nearly all actives have a fitted effect of over 55% in size
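Assay principle: reduced luminescence from a cAMP-responsive reporter in HEK293 cells co-expressing a constitutively active GLP-1R. Conditions: 24 hr compound incubation, 37 deg C, 5% CO2.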
KB-3-1 cytotox – KB-3-1 parental cell cytotoxicity. KB-3-1 viability, CellTiter-Glo ATP luminescence, 72 h. AID 1347075. Potency, µM (top dose mostly 46.1 µM), without a hit: top-dose activity change, negative = cytotoxic, actives largely listed as cytotoxic. 1.4% of 400,000 active; note: % is set by controls: 0 for no effect and ±100 for the full control effect; nearly all actives have a fitted effect of over 60% in size
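Cytotoxicity measured as CellTiter-Glo luminescence after 72 h at 37 C. Compound titrations were pinned onto drug-naive KB-3-1 parental adenocarcinoma cells grown in DMEM with 10% FBS, and normalized data fitted to concentration-response curves.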
Starred values were filed as active, the others as inactive; [ ] = another dose, or the depositor's remark. Calls come from the whole dose curve; as a rule, active = well fitted curve in the direction sought with a large enough effect; inconclusive = small, poorly fitted or top-dose-only effect, or another doubt; inactive = no such curve, though single readings can be large; an effect the other way counts as inactive or inconclusive. Potency is the fitted concentration of half-maximal effect.

How did COc1cc(OC)cc(C(=O)NNC(=O)CNC(=O)c2ccc(Br)o2)c1 do in these assays?
GLP1R cytotox: -2%; HT1080 IDH1KD tx: -2%; KB-V1 MDR tox: 3%; HT1080-NT tox: 1%; GLP1R ag: 1%; TDP43 rescue: -3%; SW480 rerep: -1%; GLP1R inv ag: 8%; KB-3-1 cytotox: -1%

What do the screens show for `S=C(NCc1ccco1)N1CCN(c2ccc(Cl)cc2)CC1`?
GLP1R cytotox: 3%; HT1080 IDH1KD tx: -2%; KB-V1 MDR tox: inconclusive; HT1080-NT tox: 0%; GLP1R ag: 13%; TDP43 rescue: -5%; SW480 rerep: -3%; GLP1R inv ag: inconclusive; KB-3-1 cytotox: -18%

How did O=C(Nc1ccc(Cl)cc1)OCCn1nnnc1C(c1ccccc1)N1CCOCC1 (stereo not given) do in these assays?
GLP1R cytotox: 5%; HT1080 IDH1KD tx: 2%; KB-V1 MDR tox: -16%; HT1080-NT tox: -6%; GLP1R ag: -1%; TDP43 rescue: -7%; SW480 rerep: inconclusive; GLP1R inv ag: inconclusive; KB-3-1 cytotox: 0%

Results for CCN(CC)c1ccc(C(=O)OCC(=O)Nc2sccc2C#N)cc1 ?
GLP1R cytotox: -8%; HT1080 IDH1KD tx: -1%; KB-V1 MDR tox: 21%; HT1080-NT tox: -1%; GLP1R ag: 3%; TDP43 rescue: -25%; SW480 rerep: -2%; GLP1R inv ag: inconclusive; KB-3-1 cytotox: 24%

What do the screens show for `C=CCOC(=O)C1=C[C@@H](c2ccc3c(c2)OCO3)C[C@@H](OCc2ccc(CO)cc2)O1`?
GLP1R cytotox: 1%; HT1080 IDH1KD tx: -3%; KB-V1 MDR tox: -2%; HT1080-NT tox: 1%; GLP1R ag: 5%; TDP43 rescue: 5%; SW480 rerep: -6%; GLP1R inv ag: -1%; KB-3-1 cytotox: 4%

Results for O=C(COC(=O)Cc1ccc(S(=O)(=O)N2CCOCC2)s1)Nc1ccc2c(c1)OCO2 ?
GLP1R cytotox: -4%; HT1080 IDH1KD tx: -1%; KB-V1 MDR tox: 22%; HT1080-NT tox: 5%; GLP1R ag: 0%; TDP43 rescue: 12%; SW480 rerep: -2%; GLP1R inv ag: 4%; KB-3-1 cytotox: -4%

How did Cc1nc2ccccc2n1S(=O)(=O)c1ccc(F)cc1 do in these assays?
GLP1R cytotox: -5%; HT1080 IDH1KD tx: 13%; KB-V1 MDR tox: 18%; HT1080-NT tox: 2%; GLP1R ag: -9%; TDP43 rescue: 19%; SW480 rerep: -39%[inhibitor]; GLP1R inv ag: -3%; KB-3-1 cytotox: 0%

Results for Cc1csc(NC(=O)/C=C/c2ccc3c(c2)OCO3)n1 ?
GLP1R cytotox: 0%; HT1080 IDH1KD tx: -9%; KB-V1 MDR tox: inconclusive; HT1080-NT tox: -5%; GLP1R ag: 1%; TDP43 rescue: 12%; SW480 rerep: 1%; GLP1R inv ag: inconclusive; KB-3-1 cytotox: inconclusive

What do the screens show for `CCOC(=O)[C@]12CCC=C1N(Cc1cccc3ccccc13)C(=O)[C@H](CC(=O)N1CCC(c3ccccc3)CC1)C2`?
GLP1R cytotox: 0%; HT1080 IDH1KD tx: 0%; KB-V1 MDR tox: inconclusive; HT1080-NT tox: 3%; GLP1R ag: -2%; TDP43 rescue: 0%; GLP1R inv ag: inconclusive; KB-3-1 cytotox: -15%

How did O=C(Nc1ccc2oc(-c3ccccc3F)nc2c1)c1ccco1 do in these assays?
GLP1R cytotox: -10%; HT1080 IDH1KD tx: 4%; KB-V1 MDR tox: 1%; HT1080-NT tox: inconclusive; GLP1R ag: 23%; TDP43 rescue: -8%[0.397 µM]; SW480 rerep: -12%; GLP1R inv ag: 2%; KB-3-1 cytotox: -11%

How did Clc1nc(Oc2ccccc2)nc(-c2cn(-c3ccccc3)c3ccccc23)n1 do in these assays?
GLP1R cytotox: -4%; HT1080 IDH1KD tx: 9%; KB-V1 MDR tox: 5%; HT1080-NT tox: 3%; GLP1R ag: -1%; TDP43 rescue: 12%; SW480 rerep: 1%; GLP1R inv ag: 3%; KB-3-1 cytotox: 0%

How did C=CCSc1nc2ccccc2n1C(=O)/C=C/c1ccc(OC)c(OC)c1 do in these assays?
GLP1R cytotox: inconclusive; HT1080 IDH1KD tx: 2.5µM*; KB-V1 MDR tox: -24%; HT1080-NT tox: inconclusive; GLP1R ag: -10%; TDP43 rescue: -26%; SW480 rerep: inconclusive; GLP1R inv ag: 59%[activator]; KB-3-1 cytotox: inconclusive

Among those listed so far, two have an aryl methoxy group.
How did COc1cc(OC)cc(C(=O)NNC(=O)CNC(=O)c2ccc(Br)o2)c1 do in these assays?
GLP1R cytotox: -2%; HT1080 IDH1KD tx: -2%; KB-V1 MDR tox: 3%; HT1080-NT tox: 1%; GLP1R ag: 1%; TDP43 rescue: -3%; SW480 rerep: -1%; GLP1R inv ag: 8%; KB-3-1 cytotox: -1%

How did C=CCSc1nc2ccccc2n1C(=O)/C=C/c1ccc(OC)c(OC)c1 do in these assays?
GLP1R cytotox: inconclusive; HT1080 IDH1KD tx: 2.5µM*; KB-V1 MDR tox: -24%; HT1080-NT tox: inconclusive; GLP1R ag: -10%; TDP43 rescue: -26%; SW480 rerep: inconclusive; GLP1R inv ag: 59%[activator]; KB-3-1 cytotox: inconclusive

More entries follow:
Results for COc1ccccc1C(=O)NNC(=O)c1ccc(Br)cc1 ?
GLP1R cytotox: -4%; HT1080 IDH1KD tx: 19%; KB-V1 MDR tox: inconclusive; HT1080-NT tox: 4%; GLP1R ag: 2%; TDP43 rescue: 0%; SW480 rerep: -4%; GLP1R inv ag: 18%; KB-3-1 cytotox: 6%

How did CS(=O)(=O)N(CC(=O)Nc1ccc(S(=O)(=O)N2CCOCC2)cc1)c1ccccc1Br do in these assays?
GLP1R cytotox: 17%; HT1080 IDH1KD tx: 2%; KB-V1 MDR tox: -5%; HT1080-NT tox: -2%; GLP1R ag: 7%; TDP43 rescue: -15%; SW480 rerep: 2%; GLP1R inv ag: 0%; KB-3-1 cytotox: -3%

How did CCOC(=O)c1ccccc1NC(=O)N1CCc2c(sc(C)c2CC)C1c1ccccc1 (stereo not given) do in these assays?
GLP1R cytotox: -12%; KB-V1 MDR tox: 0%; TDP43 rescue: 4%; GLP1R inv ag: -20%; KB-3-1 cytotox: -4%

Results for CCCNC(=O)c1ccc(N2CCC3(CC2)CC(c2cccc(Br)c2)=NO3)c(NC(=O)c2ccc(Cl)c([N+](=O)[O-])c2)c1 ?
GLP1R cytotox: 5%; HT1080 IDH1KD tx: 1%; KB-V1 MDR tox: -3%; HT1080-NT tox: 1%; GLP1R ag: -1%; TDP43 rescue: 10%; SW480 rerep: -3%; GLP1R inv ag: 7%; KB-3-1 cytotox: -7%

How did Fc1ccc(NC(=S)Nc2cc(Cl)ccc2Cl)cc1 do in these assays?
GLP1R cytotox: -4%; HT1080 IDH1KD tx: 6%; KB-V1 MDR tox: inconclusive; HT1080-NT tox: 8%; GLP1R ag: 6%; TDP43 rescue: inconclusive; SW480 rerep: -7%; GLP1R inv ag: 3%; KB-3-1 cytotox: -8%

What do the screens show for `Cc1ccc(NC(=O)c2ccc3c(c2)N(CC(=O)N2CCCCC2)C(=O)C(C)(C)O3)cc1`?
GLP1R cytotox: -1%; HT1080 IDH1KD tx: 5%; KB-V1 MDR tox: 18%; HT1080-NT tox: -2%; GLP1R ag: 0%; TDP43 rescue: -8%; SW480 rerep: 11%; GLP1R inv ag: 0%; KB-3-1 cytotox: -4%

Results for O=C(COC(=O)CSc1ccc([N+](=O)[O-])cc1)NCCCc1ccccc1 ?
GLP1R cytotox: -15%; HT1080 IDH1KD tx: -7%; KB-V1 MDR tox: -2%; HT1080-NT tox: -6%; GLP1R ag: -5%; TDP43 rescue: -35%[inhibitor]; SW480 rerep: inconclusive; GLP1R inv ag: 6%; KB-3-1 cytotox: -5%

How did CNC(=S)NNC(=O)c1ccccc1Cl do in these assays?
GLP1R cytotox: -14%; HT1080 IDH1KD tx: 3%; KB-V1 MDR tox: inconclusive; HT1080-NT tox: 10%; GLP1R ag: -6%; TDP43 rescue: 8%; SW480 rerep: -4%; GLP1R inv ag: 39%[activator]; KB-3-1 cytotox: 9%

Results for O=C(c1ccc(Cl)c(S(=O)(=O)N2CCCC2)c1)N1CCOCC1 ?
GLP1R cytotox: -5%; HT1080 IDH1KD tx: 12%; HT1080-NT tox: inconclusive; GLP1R ag: 2%; TDP43 rescue: -5%; SW480 rerep: 1%; GLP1R inv ag: -2%

Results for COc1ccc(CNc2ccc(S(N)(=O)=O)cc2)cc1 ?
GLP1R cytotox: -5%; HT1080 IDH1KD tx: 8%; KB-V1 MDR tox: -6%; HT1080-NT tox: 6%; GLP1R ag: -3%; TDP43 rescue: 3%; SW480 rerep: -30%[inhibitor]; GLP1R inv ag: 21%; KB-3-1 cytotox: -3%

How did OCCN1CCN(c2nc(-c3ccccc3)c3cc(Cl)ccc3n2)CC1 do in these assays?
GLP1R cytotox: 117%[activator]; HT1080 IDH1KD tx: inconclusive; KB-V1 MDR tox: 0%; HT1080-NT tox: inconclusive; GLP1R ag: -20%; TDP43 rescue: -19%; SW480 rerep: 15µM*; GLP1R inv ag: 3.5µM*; KB-3-1 cytotox: inconclusive

How did Cc1cc(OCc2nc(N)nc(N)c2-c2ccc(Cl)c(Cl)c2)ccc1[N+](=O)[O-] do in these assays?
GLP1R cytotox: 2%; HT1080 IDH1KD tx: 0.82µM*; KB-V1 MDR tox: 1µM*; HT1080-NT tox: inconclusive; GLP1R ag: -2%; TDP43 rescue: -19%; SW480 rerep: inconclusive; GLP1R inv ag: inconclusive; KB-3-1 cytotox: 2.1µM*

How did CC1CN(c2nc3ccccc3nc2SCC(=O)Nc2cccc(C(F)(F)F)c2)CC(C)O1 (stereo not given) do in these assays?
GLP1R cytotox: inconclusive; HT1080 IDH1KD tx: -17%; KB-V1 MDR tox: -15%; HT1080-NT tox: inconclusive; GLP1R ag: -6%; TDP43 rescue: 12%; SW480 rerep: 6%; GLP1R inv ag: 11µM*; KB-3-1 cytotox: 23µM*
